Compound activity as filed in PubChem.
TDP1 cell CPT = qHTS for Inhibitors of human tyrosyl-DNA phosphodiesterase 1 (TDP1): qHTS in cells in presence of CPT; chicken DT40 Tdp1-/-;hTDP1 cells + 20 nM CPT, ATP luminescence, 48 h; Potency, µM (doses to about 46.2 µM), inactives show top-dose activity change, negative = growth inhibition, usual class: inhibitors; hit rate 12% among 420,000; also: nearly all actives have a fitted effect of over 55% in size
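Cell growth measured by CellTiter-Glo luminescence after a minimum 48 h, 37 C compound exposure with 20 nM CPT in Tdp1-knockout DT40 cells stably expressing hTDP1, seeded 400/well; qHTS titration format.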
GCN5L2 inh = qHTS Assay for Inhibitors of GCN5L2. Histone acetyltransferase KAT2A (Homo sapiens), Q92830. GCN5L2 HAT assay, ThioGlo1 CoA-SH fluorescence. Potency, µM (top dose mostly 58.9 µM), for inactives: top-dose activity change, negative = inhibition, most hits filed as inhibitors. hit rate 0.21% among 390,000
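Fluorescence readout, Ex340nm/Em540nm: ThioGlo1 (50uM final) reacts with free CoA thiol released as 20nM GCN5L2 acetylates H3(1-25) peptide (75uM) using acetyl-CoA (70uM). Compound and enzyme sat 15 min beforehand; 20 min room-temperature reaction.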
FEN1 inh = qHTS Assay for the Inhibitors of Human Flap endonuclease 1 (FEN1) | P39748 | Recombinant FEN1 flap cleavage, fluorescence, 15 min | Potency, µM (doses to about 114 µM), inactives show top-dose activity change, negative = inhibition, hits mostly inhibitors | hit rate 0.35% among 390,000; also: nearly all actives have a fitted effect of over 65% in size
Target sequence (P39748 whole entry, looked up): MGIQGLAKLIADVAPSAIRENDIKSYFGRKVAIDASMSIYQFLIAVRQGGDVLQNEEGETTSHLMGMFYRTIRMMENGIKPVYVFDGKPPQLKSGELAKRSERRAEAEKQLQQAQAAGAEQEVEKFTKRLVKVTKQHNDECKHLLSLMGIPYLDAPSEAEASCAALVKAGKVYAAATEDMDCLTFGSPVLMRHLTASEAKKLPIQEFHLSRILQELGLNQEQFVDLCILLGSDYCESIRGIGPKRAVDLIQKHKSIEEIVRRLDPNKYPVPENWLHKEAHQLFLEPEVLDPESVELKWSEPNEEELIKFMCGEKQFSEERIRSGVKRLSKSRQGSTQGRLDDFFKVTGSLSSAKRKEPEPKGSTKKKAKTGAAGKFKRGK
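With each library titrated from low to high concentration, compounds met 10 nM FEN1 for 15 min at room temperature before 50 nM substrate was added; readings at 0 and 15 min fed four-parameter Hill curve fits.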
The depositor's hits bear a star; ? = inconclusive; / = not tested or not shown. Calls follow the shape of the dose curve; as a rule, active = well fitted curve in the direction sought with a large enough effect; inconclusive = small, poorly fitted or top-dose-only effect, or another doubt; inactive = no such curve, though single readings can be large; an effect the other way counts as inactive or inconclusive. % is scaled to controls: 0 for no effect and ±100 for the full control effect; potency is read from the fitted curve at half-maximal effect. A portion of the library; rates above refer to the full screens.

SMILES | TDP1 cell CPT | GCN5L2 inh | FEN1 inh
CCOc1ccc(NC(=S)NC(C)C(c2ccccc2)N2CCN(C)CC2)cc1 (configuration not stated) | -4% | -9% | -3%
Cc1cc(OC(C)C(=O)N(Cc2cccs2)C2CCS(=O)(=O)C2)ccc1Cl (configuration not stated) | ? | 4% | 12%
Cc1cc(O)c(C(=O)Cc2csc(C)n2)c(O)c1 | -7% | -2% | 20%
COC(=O)c1nc(-c2ccccc2)nc(-c2ccccc2)c1C(=O)OC | 13% | / | 5%
Cc1ccc2c(c1)N(CC(=O)N1CCc3ccccc3C1)C(=O)CO2 | -29% | -2% | 13%
CC1CCc2cc(F)ccc2N1C(=O)C1(C)CC1(Cl)Cl (configuration not stated) | -19% | -9% | 0%
Nc1nc(N)c2[nH]c(=S)[nH]c2n1 | -19% | / | -16%
COc1ccccc1-n1cn[nH]c1=S | 29µM* | 5% | 14%
COCCCNc1ncnc2c1c(-c1ccccc1)cn2-c1ccc(C)c(Cl)c1 | 18µM* | -2% | 11%
Cc1cccn2c(=O)nc(SCC(=O)c3ccccc3)nc12 | 7% | 2% | 0%
CC(Sc1nc(-c2ccccc2)cc(C(F)(F)F)n1)C(=O)Nc1sc2c(c1C(N)=O)CCC2 (configuration not stated) | 1% | -11% | -6%
CC(=O)C1=C(O)C(=O)N(Cc2ccco2)C1c1cccc(F)c1 (configuration not stated) | -3% | -5% | -3%
CC(NNC(=S)N1CCN(c2ccccn2)CC1)c1nccc2ccccc12 (configuration not stated) | 0.0092µM* | / | -6%
COc1ccc2c(c1)cc(C(=O)N[C@@H](Cc1ccccc1)C(=O)N[C@@H](C)C(=O)O)n2C | 5% | -3% | 1%
S=C(Nc1cccc(Cl)c1)Nc1ccc2cn[nH]c2c1 | 2% | 10% | -1%
CC(=O)Nc1ccc(S(=O)(=O)CCC(=O)O)cc1 | -16% | 0% | 11%
Nc1ccc(-n2nnnc2CN2CCOCC2)cc1 | 11% | 0% | -8%
Cc1ccc(O)c(-c2cc(C(F)(F)F)[nH]n2)c1 | ? | ? | -2%
Cc1ccc(-c2cn3nc(N4CCCC(C(=O)NCc5ccc(F)cc5)C4)sc3n2)cc1 (configuration not stated) | ? | -3% | ?
COC(=O)CSc1nc(N)c(C#N)c(C(C)C)c1C#N | -7% | -3% | 2%
NC(=O)C1CC(=O)N(c2ccc(OCc3ccc(F)cc3)cc2)C1 (configuration not stated) | 16% | -10% | -1%
Cc1ccc(-c2cnn(-c3ccccc3)c2N)cc1 | ? | -8% | 9%
COc1ccc(Cc2nc(-c3ccc(Cl)cc3)no2)cc1 | -6% | -3% | -3%
OCCNc1nc(Nc2ccc(O)cc2)nc2ccccc12 | ? | -11% | ?
COC(=O)c1ccc(NC(=O)C2C3C=CC(C3)C2C(=O)O)cc1 (configuration not stated) | -6% | -1% | -4%
O=C(c1cc(C(F)(F)F)cc(C(F)(F)F)c1)N1CCC2(CCN(Cc3ccccc3)CC2)CC1 | ? | 13% | /
Cc1c(N(C)C(=O)C2CCCN2S(=O)(=O)c2ccccc2)c(=O)n(-c2ccccc2)n1C (configuration not stated) | 2% | ? | -5%
O=C(NCc1ccccc1)c1cc(=O)[nH]c2ccccc12 | -4% | 0% | 6%
CN(CCCNC(=O)CSc1cc(=O)n(C)c2cc(Cl)ccc12)Cc1ccccc1 | ? | -2% | 7%
CN(c1ccccc1)S(=O)(=O)c1ccc(NC(=O)C2CCCCC2C(=O)O)cc1 (configuration not stated) | 1% | -11% | 9%
CSCCC(NC(=O)c1ccccc1Br)C(=O)NCCCn1nc(C)cc1C (configuration not stated) | -2% | 0% | 10%
Cc1cc(NC(=O)c2ccco2)c(=O)n(Cc2cccc(C(F)(F)F)c2)c1 | -26% | -8% | -24%
Cc1cc(NC(=O)/C=C/c2ccc(Br)cc2)no1 | -3% | 2% | -10%
CCc1ccc(NC2=NCC(=O)N2Cc2ccc3c(c2)OCO3)cc1 | -15% | -19% | 11%
CCS(=O)(=O)N1Cc2ccccc2CC1C(=O)Nc1cccc(S(=O)(=O)N(C)C)c1 (configuration not stated) | ? | -19% | -20%
O=C1C=CC2(O[C@H](c3ccccc3)[C@@H](c3ccccc3)O2)[C@H](Sc2ccccc2O)C1 | 0.46µM* | / | -2%
Cc1cccc(C(=O)O/N=C2\CCCc3ccccc32)c1 | -8% | 14% | -17%
FC(F)(F)c1cnc(Sc2nc3nccc(-c4ccc(Cl)cc4)n3n2)c(Cl)c1 | ? | -1% | 10%
Cc1cc(C)n(CC(=O)O)n1 | -6% | -2% | 7%
COC(=O)[C@H](CCSC)NC(=O)c1cc2c(cn1)[nH]c1ccccc12 | 10µM* | ? | 7%
O=C(NCc1ccncc1)c1cccc(S(=O)(=O)Nc2ccc(F)cc2)c1 | ? | 0% | -5%
CC(C)(C)OC(=O)NCCC(=O)Oc1ccc2ccc(=O)oc2c1 | 8% | -4% | -6%
COc1ccc(-n2nnnc2SCc2nc(N)nc(N3CCOCC3)n2)cc1 | ? | -21% | -14%
S=C(NCC1CCCO1)Nc1ccc(Cl)cc1Cl (configuration not stated) | -3% | -7% | -8%
CCN(C(=O)COC(=O)c1ccc(F)c(S(=O)(=O)N2CCOCC2)c1)C1CCS(=O)(=O)C1 (configuration not stated) | 15% | -9% | -1%
COc1ccc(NC(=O)COC(=O)CC2CCCC2)cc1Cl | 0% | -19% | -4%
C/C1=C\CCC2C(/C=C(\C)CC1)OC(=O)C2CN1CCCCC1 (configuration not stated) | 10µM* | -2% | -3%
Fc1ccc(-n2nnc(-c3cnc4ccccc4c3)n2)cc1 | -7% | 1% | 0%
CCOc1ccc(C(=O)CCC(=O)N2CCC(C(=O)OC)CC2)cc1 | -1% | -3% | -15%
Cc1ccccc1NC(=O)NCCc1ccc(Cl)cc1 | -12% | 7% | 2%
Cn1c(=O)c2c(nc(N3CCOCC3)n2Cc2ccccc2Cl)n(C)c1=O | ? | 2% | -18%
COC(=O)c1ccccc1NC(=O)CSCC(=O)Nc1ccccc1 | -5% | -11% | -1%
COc1cccc(C2c3c(oc4ccccc4c3=O)C(=O)N2c2ccccn2)c1 (configuration not stated) | -23% | 1% | 11%
COC(=O)C1=C(CS(=O)(=O)c2ccccc2)NC(=O)NC1c1ccc(O)cc1 (configuration not stated) | 5% | -1% | 22%
Cn1ccnc1SCC(=O)Nc1sccc1C#N | -11% | -8% | -4%
Cc1nc2ccc(S(=O)(=O)NCC(=O)NCCc3ccc(Cl)cc3)cc2s1 | -24% | -6% | -1%
CCC/C(=N\NC(=O)c1ccco1)c1ccc(Cl)s1 | -11% | -3% | -5%
Cc1cc(=O)[nH]c(N/N=C/C(C)c2ccccc2)n1 (configuration not stated) | ? | -5% | -6%
CC(C)(C)OC(=O)N1CCC[C@H]1c1nnc(SCc2ccc(Cl)cc2Cl)o1 | ? | / | -11%
CCOC(=O)N1CCC(N2CCN(S(=O)(=O)c3ccc(NC(C)=O)cc3)CC2)CC1 | -14% | -4% | -5%

Some of the entries so far, comma-delimited.
SMILES,TDP1 cell CPT,GCN5L2 inh,FEN1 inh
COc1ccc(NC(=O)COC(=O)CC2CCCC2)cc1Cl,0%,-19%,-4%
CC(C)(C)OC(=O)N1CCC[C@H]1c1nnc(SCc2ccc(Cl)cc2Cl)o1,?,/,-11%
CCOc1ccc(C(=O)CCC(=O)N2CCC(C(=O)OC)CC2)cc1,-1%,-3%,-15%

Record cards, from the list above. Values in the order: TDP1 cell CPT	GCN5L2 inh	FEN1 inh
Cn1c(=O)c2c(nc(N3CCOCC3)n2Cc2ccccc2Cl)n(C)c1=O is listed with ?	2%	-18%
Fc1ccc(-n2nnc(-c3cnc4ccccc4c3)n2)cc1 is listed with -7%	1%	0%
CC(C)(C)OC(=O)N1CCC[C@H]1c1nnc(SCc2ccc(Cl)cc2Cl)o1 is listed with ?	/	-11%
O=C(NCc1ccncc1)c1cccc(S(=O)(=O)Nc2ccc(F)cc2)c1 is listed with ?	0%	-5%
Cc1nc2ccc(S(=O)(=O)NCC(=O)NCCc3ccc(Cl)cc3)cc2s1 is listed with -24%	-6%	-1%

Other compounds follow.
SMILES | TDP1 cell CPT | GCN5L2 inh | FEN1 inh
CCCCOC(=O)c1ccc(NC(=O)c2c(N)n(C)c(=O)[nH]c2=O)cc1 | ? | / | -11%
CC(=O)c1c(C)n(-c2ccc(C)cc2C)c2ccc(O)cc12 | ? | -12% | 5%
CCOC(=O)CNC(=O)c1cc2c(=O)n(CC)c3ccccc3c2s1 | 27% | 1% | -1%
COC(=O)C1=CN(c2ccc(OC)cc2)C=C(C(=O)OC)C1c1ccc(C)c([N+](=O)[O-])c1 | ? | -7% | -16%
Cc1c(CC(=O)O)c(=O)oc2cc(OCc3ccc(Cl)cc3)ccc12 | 7% | -11% | 9%
O=C1c2ccccc2NC(c2ccc(Br)s2)N1O (configuration not stated) | 10µM* | / | 9%
O=C(CNc1ccc(F)cc1)N/N=C1\CCc2ccccc21 | -1% | -2% | -1%
O=C(Nc1cccc2cccnc12)c1cccc(Cl)c1 | -16% | -7% | -19%
COc1ccc(-n2nc(C)c3onc(C)c3c2=O)cc1 | 21% | -30% | 6%
Clc1ccc(SCNc2ccccc2Cl)cc1 | 9.2µM* | -10% | 1%
Cc1cc(C)c2nc(N3CCCN(C(=O)c4cnccn4)CC3)c(C#N)cc2c1 | 23µM* | -3% | 4%
COc1ccc(-c2ccc(-c3nnc(-c4cc(OC)ccc4OC)o3)cc2)cc1 | -21% | -5% | -2%
CN(c1ccccc1)S(=O)(=O)c1ccc(C(=O)NCc2ccccc2F)cc1 | ? | -6% | -11%
COc1cccc(CNC(=O)C(CC(C)C)NC(=O)c2ccccc2C)c1 (configuration not stated) | 12% | 5% | -1%
COc1ccc(OC)c(N(CC(=O)NC2CCCC2)S(=O)(=O)c2ccc(OC)c(OC)c2)c1 | 15µM* | -2% | 0%
COc1ccccc1CCC(=O)N(CCC1=CCCCC1)c1c(N)n(Cc2ccccc2)c(=O)[nH]c1=O | ? | -4% | -1%
O=C(Oc1cccc2cccnc12)c1cccc(-n2cnnn2)c1 | ? | -5% | -7%
N#CC1=C(N)C2=CCCC[C@H]2[C@H](c2ccc(Br)cc2)C1(C#N)C#N | ? | 7% | -1%
COc1ccccc1N=Nc1c(C)[nH][nH]c1=O | 6% | -4% | 1%
